High-throughput results: PubChem, NCI
NCI-60 one-dose screen, 48 h, at 10 µM unless noted. Numbers give growth in % (100 = growth as untreated, 0 = no growth, -100 = all killed).
MALME-3M: MALME-3M melanoma; 78,000 compounds, 5.8% hits; AID 1794766
SK-MEL-5: SK-MEL-5 melanoma; 80,000 compounds, 6.4% hits; AID 1794755
UACC-62: UACC-62 melanoma; 81,000 compounds, 5.4% hits; AID 1794756
SK-MEL-2: SK-MEL-2 melanoma; 77,000 compounds, 4.7% hits
LOX IMVI: LOX IMVI melanoma | 79,000 compounds, 7.4% hits | AID 1794757
HS 578T: HS 578T breast cancer | 78,000 compounds, 4.1% hits
UACC-257: UACC-257 melanoma. 78,000 compounds, 4.4% hits. AID 1794764
SK-MEL-28: SK-MEL-28 melanoma; 81,000 compounds, 4.1% hits
* marks the source's active call; other numbers are inactive results; / = not tested or not shown; & = joins results of further samples; [ ] = dose if it differs, or a comment. The calls were made as follows: active = growth percent below 10; inactive = the rest.

Below each compound – MALME-3M	LOX IMVI	HS 578T	SK-MEL-28	SK-MEL-5	UACC-62	UACC-257	SK-MEL-2
CC(C)(COCOCC(C)(C)[N+](=O)[O-])[N+](=O)[O-]
 : 118	95	102	98	103	107	97	122
CCCCN(C(=O)c1cnc(Cl)c(Cl)c1)c1c(N)n(CCC)c(=O)[nH]c1=O
 : 127	110	95	108	105	97	104	81
CCOC(=O)C1=C(C#N)C(=C(C#N)C#N)NC1(C)O (configuration not stated)
 : 93	99	99	116	112	99	90	87
N=C(N)N=Nc1ccc(O)cc1
 : 85[100 µM]	/	60[100 µM]	104[100 µM]	86[100 µM]	87[100 µM]	96[100 µM]	105[100 µM]
CC(=O)N(N=Nc1ccccc1)c1cccc2ccccc12
 : 128	77	101	100	84	75	103	20
CC(C)c1nc(SCC(=O)c2ccccc2)nc(Nc2ccc(S(N)(=O)=O)cc2)c1C#N
 : 100	84	97	104	95	90	105	97
CCN(CC)CCCC(Nc1c2ccc(Cl)cc2nc2ccc(OC)cc12)c1ccncc1 (configuration not stated)
 : 77	63	97	86	88	103	114	108
O=C1CC2CCCCC2O1 (configuration not stated)
 : 115	75	/	106	98	98	107	118
CC(=O)OC1CCC2(C)C(CCC3C4CC=C(C(C)=O)C4(C)OC(=O)CC32)C1 (configuration not stated)
 : -26*	-20*	75	4.5*	55	38	-75*	18
CCCc1cccc(N)c1O
 : 109	101	107	108	109	107	95	147
CN(C(=O)CCC(=O)N(C)c1ccccc1)c1ccccc1
 : 84	87	97	105	102	98	/	101
Cc1ccc(-c2csc(NC(=O)c3cc(-c4ccccc4)nc4ccc(Cl)cc34)n2)cc1
 : 102	61	114	97	92	82	106	93
CN(C)C=Nc1ccc(Cl)c(Cl)c1
 : /	80	105	116	103	80	83	106
C=CCSSC1N=CNc2nc[nH]c21 (configuration not stated)
 : 30	7.7*	55	114	61	17	44	/
Cc1cc(Cc2ccccc2)c(O)c(Cc2ccccc2)c1
 : 103	81	106	106	99	71	93	111
Fc1ccc(N2CCN(Cc3c[nH]c4ncnc(N5CCOCC5)c34)CC2)cc1
 : 116	93	95	115	98	102	110	104
COc1ccc2cc(-c3ccc(-c4ccc(C(=N)N)s4)s3)ccc2c1
 : 101	-58*	90	109	95	-16*	63	95
CC(=O)n1c2ccccc2c2ccccc21
 : 126	/	/	107	108	114	123	123
CC1(C)CC(=O)C(c2c(-c3ccccc3)[nH]c3nc(N)[nH]c(=O)c23)=C(O)C1
 : 118	108	104	105	106	102	97	119
CCN(CC)C(=O)c1ccc(Cc2n[nH]c(=O)c3cccnc23)cc1
 : 104	100	94	99	97	97	103	111
Cc1ccc(C(=O)C2=Cc3cccn3Cc3cnnn32)cc1
 : 100	100	91	102	96	84	112	95
Cc1cc(=O)n2nc(-c3c[nH]c4ccccc34)sc2n1
 : 85	96	96	96	99	92	/	/
Cc1cc(C)cc(C(=O)N2CCCCC2)c1
 : /	/	102	110	/	102	113	92
NCCCC[C@H](NC(=O)[C@@H]1CCCN1C(=O)Cc1ccc(O)cc1)C(=O)N[C@@H](CCCN=C(N)N)C(=O)N[C@@H](CCCN=C(N)N)C(=O)N[C@@H](CCCN=C(N)N)C(=O)N[C@@H](CCCN=C(N)N)C(=O)N[C@@H](CCCN=C(N)N)C(=O)N[C@@H](CCCN=C(N)N)C(N)=O
 : 106	102	111	107	97	98	95	111
COc1ccc(Nc2ncccc2C(=O)NCc2cn(Cc3ccc(F)cc3)nn2)cc1
 : /	100	100	111	103	96	108	98
O=c1ccc(=O)n(CO)[nH]1
 : 131	97	99	106	98	108	96	94
Cc1noc(C)c1-c1cc(O)cc(C(O)c2ccccc2)c1 (configuration not stated)
 : 60	27	34	61	54	32	40	60
C[C@H]1CN2C(=O)/C=C/C=C/C=C/[C@@](C)(O)[C@@H](O[C@@H]3OC[C@@H](O)[C@H](O)C3N)\C=C/C=C/C=C/C=C\[C@@H]2[C@@H]1O (some centres not stated)
 : 90	97	116	115	103	94	103	112
O=C1N(C2CCCCC2)C(=O)N1C1CCCCC1
 : -17*	31	-3.0*	/	17	39	23	-7.4*
OC(c1ccccc1)c1nn(CN2CCOCC2)c(=S)n1CCc1ccccc1 (configuration not stated)
 : 97	91	109	101	103	93	96	98

The last 5 entries of the part above open the next one.
Below each compound – MALME-3M	LOX IMVI	HS 578T	SK-MEL-28	SK-MEL-5	UACC-62	UACC-257	SK-MEL-2
O=c1ccc(=O)n(CO)[nH]1
 : 131	97	99	106	98	108	96	94
Cc1noc(C)c1-c1cc(O)cc(C(O)c2ccccc2)c1 (configuration not stated)
 : 60	27	34	61	54	32	40	60
C[C@H]1CN2C(=O)/C=C/C=C/C=C/[C@@](C)(O)[C@@H](O[C@@H]3OC[C@@H](O)[C@H](O)C3N)\C=C/C=C/C=C/C=C\[C@@H]2[C@@H]1O (some centres not stated)
 : 90	97	116	115	103	94	103	112
O=C1N(C2CCCCC2)C(=O)N1C1CCCCC1
 : -17*	31	-3.0*	/	17	39	23	-7.4*
OC(c1ccccc1)c1nn(CN2CCOCC2)c(=S)n1CCc1ccccc1 (configuration not stated)
 : 97	91	109	101	103	93	96	98
Cc1ccc(S(=O)(=O)OCCn2ccc3ccccc3c2=O)cc1
 : 103	104	110	107	/	99	111	111
CCCc1cc(=O)oc2c3c(c4c(c12)OC(C)(C)C=C4)OC(C)[C@H](C)[C@@H]3O (some centres not stated)
 : 100	89	70	104	97	69	97	82
CC(C)(C)c1ccc([N+](=O)[O-])cc1
 : 94	96	108	113	104	108	113	101
O=c1[nH]c2ccccc2cc1CSc1ccc(Nc2nccc(-c3ccc4c(c3)OCO4)n2)cc1
 : 55	59	41	105	95	96	105	108
O=S(=O)(c1ccccc1)n1cc2c(c1-c1ccccc1)CCc1sc(Nc3ccccc3)nc1-2
 : 105	78	98	106	88	78	97	93
COc1ccc(CNCCCNCc2ccc(OC)c(OC)c2)cc1OC
 : 108	96	105	104	99	104	128	125
Cn1c2c(c3c(Cl)cccc31)-n1cccc1C2=O
 : /	/	103	111	111	93	89	106
COC(=O)c1nnn(-c2ccc(S(N)(=O)=O)cc2)c1C(=O)c1ccc(Cl)c(Cl)c1
 : 100	102	97	113	100	89	87	136
COc1cccc(Nc2nc(SC)nc(-c3cccc([N+](=O)[O-])c3)c2C#N)c1
 : 73	65	45	76	87	78	88	96
COc1cc(NC(N)=NCCC(C)(C)Oc2ccc(C(F)(F)F)cc2)ncc1C#N
 : -81*	-97*	38	-79*	-96*	-52*	-46*	-38*
CC1CCCN1C1=Nn2c(nnc2-c2cc(C(F)(F)F)cc(C(F)(F)F)c2)SC1 (configuration not stated)
 : 132	95	81	114	66	73	105	99
CS(=O)(=O)N(c1cc(-c2ccc3ncnc(Nc4cccc(Cl)c4)c3c2)cnc1Cl)S(C)(=O)=O
 : -25*	2.2*	-3.1*	-6.8*	-61*	-6.3*	/	-20*
COc1ccc2c(O)c(/C=C3\N=Nc4ncccc43)oc2c1C[C@H]1CCNC[C@H]1F
 : -22*	-11*	-6.5*	8.2*	-30*	-15*	-6.3*	-6.3*
Cc1[nH]c(C2CC(c3cccs3)=NN2c2ccc(Cl)cc2)c(C)c1C(=O)NCC(F)(F)F (configuration not stated)
 : 100	104	100	104	99	85	112	110
O=c1n(CC2CO2)c(=O)n(CC2CO2)c(=O)n1CC1CO1 (configuration not stated)
 : 71	54	104	89	87	66	61	/
O=C(CSc1nnc(CN2CCN(c3cc4c(cc3F)c(=O)c(C(=O)O)cn4C3CC3)CC2)o1)c1ccccc1
 : 97	75	92	104	88	81	95	95
Cc1ccc(C2(C(=O)O)CCCCC2)cc1
 : 96	97	112	105	109	109	/	94
CCN(CCO)CCC(=O)c1ccc([N+](=O)[O-])cc1
 : 102	99	101	117	100	104	105	107
COc1ccc(-c2nc3sc(C)nn3c2-c2nc3ccc(Cl)cc3[nH]2)cc1
 : 108	89	/	99	87	80	100	102
Oc1ccc(F)c2cccnc12
 : 114	92	110	103	103	97	92	127
COc1ccc(Br)c(C(C)=O)c1
 : 107	94	106	107	105	102	103	97
C=C1C(=O)O[C@H]2[C@H]1CC/C(COC(=O)c1cccc3ccccc13)=C\CC[C@@]1(C)O[C@@H]21
 : -74*	-92*	2.8*	-57*	-89*	-77*	-14*	-66*
CCOc1nc(N)ncc1OCCc1ccccc1
 : 116	105	112	104	101	97	110	106
CCCCN(CCCC)c1ccc(C(=NC(C)CCCN(CC)CC)c2ccc(N(C)C)cc2)cc1 (configuration not stated)
 : -78*	-97*	-50*	-72*	-100*	-73*	-71*	-79*
NS(=O)(=O)c1ccc(CCn2c(SCC(=O)N/N=C/c3ccc(O)cc3)nc3ccccc3c2=O)cc1
 : 94	102	102	106	91	101	/	84
COc1cc(C2=[N+](C)CCc3cc4c(cc32)OCO4)cc(OC)c1OC
 : 101	97	104	108	105	106	100	93
Cc1c(O)cc(-c2csc(N)n2)c(O)c1C
 : 108	91	98	116	96	97	105	107
COC(=O)/C=C1\S/C(=N\Nc2ccc([N+](=O)[O-])cc2[N+](=O)[O-])N(C2CCCCC2)C1=O
 : 88	72	65	87	82	39	80	91
COc1cc(/C=C/c2nnc(-c3[nH]nc4c3CCc3ccccc3-4)o2)cc(OC)c1OC
 : 100	92	100	96	61	97	106	94
COc1ccc(-n2c(-c3ccccc3)c(-c3ccccc3)c3c(SCC(=O)N/N=C/c4ccc(Cl)cc4)ncnc32)cc1
 : 107	88	93	104	87	87	95	107

4 neighbouring records from above, quoted:
Below each compound – MALME-3M	LOX IMVI	HS 578T	SK-MEL-28	SK-MEL-5	UACC-62	UACC-257	SK-MEL-2
Cc1c(O)cc(-c2csc(N)n2)c(O)c1C
 : 108	91	98	116	96	97	105	107
COC(=O)/C=C1\S/C(=N\Nc2ccc([N+](=O)[O-])cc2[N+](=O)[O-])N(C2CCCCC2)C1=O
 : 88	72	65	87	82	39	80	91
COc1cc(/C=C/c2nnc(-c3[nH]nc4c3CCc3ccccc3-4)o2)cc(OC)c1OC
 : 100	92	100	96	61	97	106	94
COc1ccc(-n2c(-c3ccccc3)c(-c3ccccc3)c3c(SCC(=O)N/N=C/c4ccc(Cl)cc4)ncnc32)cc1
 : 107	88	93	104	87	87	95	107

(cont.)
Below each compound – MALME-3M	LOX IMVI	HS 578T	SK-MEL-28	SK-MEL-5	UACC-62	UACC-257	SK-MEL-2
CSc1ncnc2n[nH]nc12
 : 112	95	99	108	107	107	87	113
CC(=O)N1N=C(c2ccc(Br)cc2)CC1c1cccc(Nc2ccnc3cc(C(F)(F)F)ccc23)c1 (configuration not stated)
 : 91	89	95	92	81	76	89	89
COc1cc(-c2nc3ccc(F)cc3s2)ccc1NC(=O)/C=C/c1ccc(F)c(F)c1
 : /	91	102	109	96	94	107	122
C[n+]1ccc(Nc2ccc(NC(=O)c3ccc(Nc4cc[n+](C)c5ccc(N)cc45)cc3N)cc2)cc1
 : 77	92&103	106&94	114&108	96&88	91&91	112&76	99&98
Cc1ccc(C(=O)Nc2ccc(-n3ccnc3)c(C(F)(F)F)c2)cc1C#Cc1cnc2cccnn12
 : -14*	3.7*	-7.4*	-11*	-55*	-15*	8.9*	-24*
COc1cc(/C=C/c2cc(/C=C/c3cc(OC)c(OC)c(OC)c3)n(-c3ccccc3)n2)cc(OC)c1OC
 : 82	78	69	77	62	64	78	56
Nc1ccccc1-n1cnc2ccccc2c1=O
 : 111	93	103	115	110	84	104	108
O=C(Cn1cncn1)Nc1ccc(-c2nc3ccccc3s2)cc1
 : 100	99	103	111	87	95	102	/
Nc1[nH]nc2ncccc12
 : /	96	94	102	110	100	96	115
O=C(NCc1ccc(Cl)cc1Cl)C1CCC(=O)N1C(=O)Nc1ccc(Cl)nc1 (configuration not stated)
 : 98	84	117	105	103	85	98	119
O=C(O)C(O)C(O)C(=O)O.[NH-]C1CCCCC1[NH-].[Pt+2] (configuration not stated)
 : 127	112	109	95	103	100	122	109
O=C(O)Cc1ccc(O)c(O)c1
 : /	107	90	103	94	105	110	109
CCCCC(C)(C)O
 : 92	96	95	101	97	/	99	109
CC(=O)Nc1cccc(Oc2ncccc2[N+](=O)[O-])c1
 : 138	101	101	122	98	103	106	114
Cc1ccc(S(=O)(=O)OC2COCOC2C(OS(=O)(=O)c2ccc(C)cc2)C2OCOCC2OS(=O)(=O)c2ccc(C)cc2)cc1 (configuration not stated)
 : 98	103	107	118	100	98	97	104
Cc1cc(O)c(C(C)C)cc1NC(=O)Nc1ccccc1
 : 95	100	107	112	104	96	96	109
Cc1nc2cccc(NCc3ccc(C(=O)NO)cc3)c2c(=O)n1-c1ccccc1
 : 35	27	57	36	8.3*	-18*	53	62
CCCCC1COc2cccc3c2N1C=C/C3=C\C(=O)N1CCCc2ccccc21 (configuration not stated)
 : 91	91	95	104	93	72	102	106
CCOc1cc(C(=O)O)ccc1O
 : 96	97	93	97	98	90	93	97
Cc1c(Cl)cccc1Nc1ccccc1C(=O)O
 : 101	92	104	122	101	97	99	119
COC(=O)[C@@]1(/C=C/c2ccccc2)C(=O)N(c2ccc([N+](=O)[O-])cc2)[C@@]1(C(=O)OC)c1ccccc1
 : 79	55	87	105	25	51	49	90
O=C(O)C1CCCN1C(=O)OCc1ccccc1 (configuration not stated)
 : 108	88	100	105	104	109	105	95
CC(=O)c1ccc(NC(=O)COc2ccc(C3SCC(=O)N3c3ccc(F)cc3)cc2)cc1 (configuration not stated)
 : 107	98	101	109	101	81	102	103
CCCCC#Cc1c(I)n(C2OC(CO[Si](C)(C)C(C)(C)C)C3OC(C)(C)OC32)c(=O)n(C(=O)c2ccccc2)c1=O (configuration not stated)
 : 1.9*	-65*	12	-43*	79	55	78	43
Cc1ccc(Cl)cc1N1CCN(CCCNC(=O)C2CCN(c3nc4ccccc4[nH]3)CC2)CC1
 : 106	/	93	100	95	87	108	109
O=S(=O)(Nc1ccccn1)c1ccc(Nc2nc(O)c(/C=C3\C=Nc4ccccc43)s2)cc1
 : 113	93	83	115	98	95	102	99
CC(=O)Nc1ccc(-c2ccc(NC(C)=O)cc2)cc1
 : 95	94	94	107	99	100	/	113
